NCOA3 inh: inhibitors of human steroid receptor coactivator 3 (SRC3); HEK293 GAL4-SRC3 luciferase reporter, luminescence; inhibition, % at 3.6 µM; hit rate 0.17% among 360,000; AID 588352;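 active = inhibition above a per-campaign cutoff, the mean of all compounds plus 3 SD, cut at about 60% in these data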;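 also: 0% = DMSO-treated cells and 100% = gossypol-treated cells at 36 µM; higher means less SRC3-driven luciferase light from the GAL4 reporter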
NCOA1 inh: inhibits human SRC1 coactivator | inhibition, % at 3.6 µM | hit rate 0.12% among 360,000 | HEK293 GAL4-SRC1 luciferase reporter, luminescence | Q15788 | AID 588354;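 active = inhibition above the campaign mean plus 3 SD, with each screening campaign given its own cutoff, cut at about 60% in these data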;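 also: 0% = DMSO treated cells and 100% = gossypol at 36 µM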
ABHD5-PLIN5 inh: blocks binding of human ABHD5 to perilipin-5; Q00G26+Q8WTS1; Split G. princeps luciferase complementation, luminescence, 4 h; inhibition, % at 4 µM; hit rate 0.78% among 360,000;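 active = inhibition above the mean inhibition across every tested compound plus 3 SD, cut at about 22% in these data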;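 also: 0% = DMSO only wells and the 100% control is not disclosed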
Target sequence (Q00G26 whole entry, looked up): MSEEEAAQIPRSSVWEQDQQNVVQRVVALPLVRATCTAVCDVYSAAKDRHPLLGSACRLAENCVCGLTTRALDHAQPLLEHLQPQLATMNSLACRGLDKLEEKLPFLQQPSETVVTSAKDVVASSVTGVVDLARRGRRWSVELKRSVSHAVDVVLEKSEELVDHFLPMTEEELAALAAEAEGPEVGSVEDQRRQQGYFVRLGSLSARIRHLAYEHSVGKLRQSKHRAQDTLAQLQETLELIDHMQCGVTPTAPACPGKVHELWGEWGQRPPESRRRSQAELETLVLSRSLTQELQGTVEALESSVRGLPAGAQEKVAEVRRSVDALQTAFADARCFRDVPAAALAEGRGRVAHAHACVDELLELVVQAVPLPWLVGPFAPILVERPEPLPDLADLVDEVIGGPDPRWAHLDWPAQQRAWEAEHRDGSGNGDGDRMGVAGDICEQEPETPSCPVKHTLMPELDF
Target sequence (Q8WTS1 whole entry, looked up): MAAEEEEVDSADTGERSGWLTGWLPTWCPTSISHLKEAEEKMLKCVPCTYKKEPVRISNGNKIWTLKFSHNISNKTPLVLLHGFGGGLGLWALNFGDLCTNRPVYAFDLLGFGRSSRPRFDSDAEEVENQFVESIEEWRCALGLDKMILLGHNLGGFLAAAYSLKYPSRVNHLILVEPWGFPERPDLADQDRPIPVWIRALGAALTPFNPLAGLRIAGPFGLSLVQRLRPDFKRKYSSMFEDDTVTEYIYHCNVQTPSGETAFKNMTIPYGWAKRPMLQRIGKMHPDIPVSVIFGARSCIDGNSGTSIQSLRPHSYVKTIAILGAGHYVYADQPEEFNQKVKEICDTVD
NCOA2 inhibitor: inhibits human steroid receptor coactivator 2 | Q15596 | HEK293 GAL4-SRC2 luciferase reporter, luminescence | inhibition, % at 9 µM | hit rate 0.17% among 370,000 | AID 651957;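 active = inhibition above the mean inhibition of all tested compounds plus 3 SD, set per campaign, cut at about 52% in these data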;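 also: 0% = DMSO treated cells and 100% = cells given Gossypol at 36 µM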
TLR9-MyD88 block: inhibitors of human TLR9-MyD88 binding; AID 504734; inhibition, % at 4.98 µM; hit rate 0.21% among 340,000; Q9NR96+Q99836; CHO BLA complementation TLR9-MyD88, CCF4 FRET ratio;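 active = inhibition above the mean over all tested compounds plus 3 SD, cut at about 21% in these data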;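 also: 0% = DMSO only wells and 100% = clavulanate BLA inhibitor control wells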
NR5A2 inv ag: suppresses constitutive activity of human LRH-1. O00482. inhibition, % at 3.6 µM. HEK293T StAR-luciferase reporter, LRH-1 transfected, 24 h. AID 602396. hit rate 0.13% among 360,000;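 active = inhibition above the mean inhibition of all tested compounds plus 3 SD, cut at about 73% in these data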;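 also: 0% = DMSO wells and 100% = reporter-only cells lacking LRH-1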
TWEAK-Fn14 inh: inhibitors of TWEAK-Fn14 interaction signaling; TWEAK-stimulated Fn14 reporter cells, luciferase luminescence, 8 h; inhibition, % at 10 µM; hit rate 2% among 360,000; AID 1159606; in the data active = inhibition above about 50%
NOD2 RIPK2 PPI: NOD2-RIPK2 protein interaction inhibition; CHO BLA complementation NOD2-RIPK2, CCF4 ratio; hit rate 0.38% among 360,000; O43353; inhibition, % at 4.98 µM; AID 624267; in the data active = inhibition above about 21%;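 also: 0% = vehicle only and 100% = reference blocker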
TROY NFkB inh: TROY signaling inhibition. inhibition, % at 10 µM. hit rate 0.98% among 360,000. Q293 LMP1-TROYcd NF-kB luciferase reporter, 4 h;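 active = compounds whose plate-normalised and pattern-corrected inhibition of the luciferase reporter signal at the single screening dose is 50% or more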
COUP-TFII inh: inhibitors of human COUP-TFII (NR2F2); inhibition, % at 8.6 µM; hit rate 0.7% among 370,000; HEK293T NGFI-A luciferase reporter, luminescence; P24468; AID 686940;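 active = inhibition above a per-plate cutoff, mean inhibition of test wells between control levels plus 3 SD, cut at about 38% in these data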;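 also: cells cotransfected with COUP-TFII expression vector driving the NGFI-A reporter; 0% = median of COUP-TF2 test wells and 100% = reporter-only cells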
Granule exo inh: blocks lytic granule exocytosis; hit rate 0.66% among 360,000; AID 651702; inhibition, % at 10 µM; TALL-104 LAMP-1 surface exposure, flow cytometry; cells stimulated with thapsigargin and PMA;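 active = inhibition above about 55%, limit read from the data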
Numbers without * were called inactive; . = not tested or not shown. This is a subset; rates above refer to the full screens.

SMILES,NCOA3 inh,NCOA1 inh,ABHD5-PLIN5 inh,NCOA2 inhibitor,TLR9-MyD88 block,NR5A2 inv ag,TWEAK-Fn14 inh,NOD2 RIPK2 PPI,TROY NFkB inh,COUP-TFII inh,Granule exo inh
N#C/C=C/N1CCC(Cc2ccccc2)CC1,0,11,0,-22,-2,18,-14,-18,3,-16,11
Cc1ccc(C(=O)NCC(=O)NCC(=O)OCc2ccc(Oc3ccc([N+](=O)[O-])cc3)cc2)cc1,-7,-8,2,13,-9,10,20,-5,20,23,-5
CCOc1ccc(N(CC(=O)NCc2ccco2)C(=O)CCC(=O)Nc2nccs2)cc1,-23,-6,-5,5,-5,13,-5,-16,-10,12,-8
Clc1ccc(-c2cc(-c3ccccc3)on2)cc1,-75,-64,-5,-44,-9,-63,34,-1,-39,-24,-22
COc1ccc(CNC(=O)C2CCN(C(=O)Cc3ccccc3)CC2)cc1,-19,-51,-3,1,3,6,-2,3,-42,9,8
COC(=O)C1CC(O)C(O)C(O)C1 (stereo not given),6,-19,1,2,4,-38,-7,-3,1,-2,10
CC(C)c1ccccc1NC(=S)NCCCn1ccnc1,5,9,8,-8,1,3,18,1,5,7,0
N=C1C(c2nc(-c3ccc(Cl)cc3)cs2)=C(O)CN1NC(=O)c1ccc(O)cc1,-19,-15,10,-46,-3,-55,-13,-2,-19,-33,-2
Cc1ccccc1S(=O)(=O)Cc1ccc(C(=O)N(C)C2CCCCC2)o1,8,-26,-6,17,2,-3,-5,-8,-7,19,-1
Cc1nc(/C(N)=N/OC(=O)c2ccc(Cl)cc2)c(C(F)(F)F)o1,21,-12,4,6,-6,-10,-24,-12,-39,-1,4
CCC1CCC(C(=O)NC(C(=O)NCCCN2CCCCC2C)C(C)C)CC1 (stereo not given),9,15,4,12,12,-13,-4,6,13,5,-1
O=C(Nc1ccc(Cl)cc1N1CCOCC1)C1CCCCC1,21,-10,-5,-16,-9,-8,-2,-1,6,14,3
CCN1C(=O)C2(Nc3ccccc3-c3nc4ccccc4n32)c2cc(OC)ccc21 (stereo not given),12,12,4,-23,-11,-9,12,10,-10,8,-1
CC(=O)c1ccc(OCC(O)CN2CCN(CCO)CC2)cc1 (stereo not given),3,3,-3,-23,-12,6,9,-9,0,-5,-8
COc1ccccc1NCC(=O)NN=C1CCS(=O)(=O)c2ccc(F)cc21,-6,12,-1,-17,-5,1,0,-2,-17,-11,0
CC(=O)c1c(C)[nH]c(C(=O)CN2CCN(S(=O)(=O)c3ccccc3[N+](=O)[O-])CC2)c1C,8,12,-1,12,-13,-4,5,-6,-17,12,-1
CCOc1cc(-c2sc(Nc3ccc(CC)cc3)n[n+]2-c2ccccc2)ccc1OC,0,-9,-2,1,0,2,-35,-14,10,5,-9
C=CCN=C(NC#N)SCc1ccccc1,6,-4,8,5,-6,10,-21,-2,8,-20,-3
O=C(Nc1ccccn1)c1cccc(S(=O)(=O)N2CCCc3ccccc32)c1,3,0,-7,3,5,-14,40,6,13,14,0
CC(=O)c1ccc(N2CCN(C(=O)c3ccc(C(=O)c4ccccc4)cc3)CC2)cc1,-3,-18,1,-9,1,-9,-2,4,-1,-4,-16
CC(=O)c1sc(N/N=C2\CC3CCC2(C)C3(C)C)nc1C (stereo not given),2,-11,-3,4,1,-15,-5,6,-12,4,-2
Cc1ccc2c(c1)N(CC(=O)NCCCN1CCN(C)CC1)C(=O)CO2,-20,-1,5,5,5,9,-4,2,7,9,9
COc1cccc(-c2ccc(SCC(=O)NC3CCCC3)nn2)c1,10,2,2,15,-2,12,-21,1,-11,-18,-2
CN(C)c1ncnc2c1nnn2C1OC(CO)C(O)C1O (stereo not given),69*,64*,-6,31,5,98*,-11,9,5,-80,0
CCCCNc1nc(C)c(C(C)=O)cc1C#N,12,-13,0,-17,7,17,18,4,2,-6,4
COc1cccc(NC(=O)CSc2nc3c(sc4ccccc43)c(=O)n2CCN(C)C)c1,-4,10,13,-13,-4,-12,-7,-8,-2,-3,55
Cc1cc(C)nc(NC(=O)c2cnc3sccn3c2=O)n1,-6,-14,2,-13,-5,16,12,3,0,0,-8
COC(=O)C1=C(C)N(Cc2ccccc2)C(=NCc2cccc(C(F)(F)F)c2)N[C@H]1c1cccc(F)c1,17,0,5,-7,-7,13,-13,5,-5,10,-6
COc1ccc(NC(=O)c2cc3c(=O)n4ccccc4nc3n2C)cc1OC,17,13,6,-2,9,3,-1,-6,-11,10,-1
O=C1OC(CN2CCOCC2)CN1N=Cc1ccc([N+](=O)[O-])o1 (stereo not given),-10,-30,-4,-18,-8,27,9,5,-10,7,-2
CC(C)(C)NC(=S)NCc1ccco1,-10,-9,-4,-23,8,3,21,0,-2,-12,27
Cc1ccc(CN(C)c2nc(-c3cccnc3)nc3ccccc23)o1,-15,6,17,-16,-9,-7,41,-4,14,6,28
Cc1ccccc1C(=O)O,10,-24,1,1,-6,1,2,0,-5,-14,8
CC(C)NS(=O)(=O)c1ccc(CCC(=O)NCc2ccc3c(c2)OCO3)cc1,2,10,-1,-7,1,18,-10,3,-31,-16,5
CC1=NN(C(=O)CSCc2ccccc2)C(O)(c2ccccc2)C1 (stereo not given),6,4,-2,8,-14,7,11,2,-19,14,1
CCCCn1c(=O)[nH]c(=O)c2c1nc(-c1ccc(C)c([N+](=O)[O-])c1)n2CC,20,-26,-3,-3,-9,3,-16,-6,9,-2,-6
Cc1cc(C)n2nc(C(=O)OCC(=O)c3ccccc3)nc2n1,-5,-15,2,-8,1,22,-8,-7,-7,-11,12
Clc1ccc(Nc2nc(NCCN3CCOCC3)nc(N3CCOCC3)n2)cc1,29,-8,5,.,1,17,-14,-4,-31,.,-5
Cc1nn(-c2ccc(F)cc2)c2sc(C(=O)OC3CCOC3=O)cc12 (stereo not given),11,-10,-1,-22,-10,5,17,-5,-12,11,-3
Cc1ccc(C(=O)N2CC(C)OC(C)C2)cc1S(=O)(=O)N1CCCCC1 (stereo not given),12,-6,-7,13,-1,-29,7,5,19,8,-2
CCOc1ccc(NC(=NCc2ccc3c(c2)OCO3)SC2CC(=O)N(c3ccccc3)C2=O)cc1 (stereo not given),3,9,-2,-18,2,-5,-42,3,-14,1,2
COC(=O)c1c(-c2ccc(C)cc2)csc1NC(=O)C1CC=CCC1C(=O)O (stereo not given),-16,-41,-6,-8,0,-37,15,1,-52,2,2
CCn1nnc(NC(=S)NC(=O)c2ccc(-c3cccc(Cl)c3)o2)n1,0,-9,-6,-3,.,-16,-28,-6,1,25,0
Cc1cc(F)ccc1S(=O)(=O)Nc1c(C)n(C)n(-c2ccccc2)c1=O,-3,-2,3,5,6,8,-1,10,-1,1,-1
Cc1ccc(S(=O)(=O)N2CCCCC2)c(C)c1NS(C)(=O)=O,-2,-9,0,-10,11,3,-8,-2,-18,-6,0
CC(CNC(=O)CCS(=O)(=O)c1ccc2c(c1)NC(=O)CO2)c1ccccc1 (stereo not given),-21,-56,-10,-2,-1,2,-19,-9,-9,-14,4

Of the compounds above, 3 have a thiophene ring, fused or not:
SMILES,NCOA3 inh,NCOA1 inh,ABHD5-PLIN5 inh,NCOA2 inhibitor,TLR9-MyD88 block,NR5A2 inv ag,TWEAK-Fn14 inh,NOD2 RIPK2 PPI,TROY NFkB inh,COUP-TFII inh,Granule exo inh
COc1cccc(NC(=O)CSc2nc3c(sc4ccccc43)c(=O)n2CCN(C)C)c1,-4,10,13,-13,-4,-12,-7,-8,-2,-3,55
Cc1nn(-c2ccc(F)cc2)c2sc(C(=O)OC3CCOC3=O)cc12 (stereo not given),11,-10,-1,-22,-10,5,17,-5,-12,11,-3
COC(=O)c1c(-c2ccc(C)cc2)csc1NC(=O)C1CC=CCC1C(=O)O (stereo not given),-16,-41,-6,-8,0,-37,15,1,-52,2,2

Shown with two lines to a compound: part of the list above.
Values in the order – NCOA3 inh	NCOA1 inh	ABHD5-PLIN5 inh	NCOA2 inhibitor	TLR9-MyD88 block	NR5A2 inv ag	TWEAK-Fn14 inh	NOD2 RIPK2 PPI	TROY NFkB inh	COUP-TFII inh	Granule exo inh
> COC(=O)c1c(-c2ccc(C)cc2)csc1NC(=O)C1CC=CCC1C(=O)O (stereo not given)
 : -16	-41	-6	-8	0	-37	15	1	-52	2	2
> CCn1nnc(NC(=S)NC(=O)c2ccc(-c3cccc(Cl)c3)o2)n1
 : 0	-9	-6	-3	.	-16	-28	-6	1	25	0
> Cc1cc(F)ccc1S(=O)(=O)Nc1c(C)n(C)n(-c2ccccc2)c1=O
 : -3	-2	3	5	6	8	-1	10	-1	1	-1
> Cc1ccc(S(=O)(=O)N2CCCCC2)c(C)c1NS(C)(=O)=O
 : -2	-9	0	-10	11	3	-8	-2	-18	-6	0
> CC(CNC(=O)CCS(=O)(=O)c1ccc2c(c1)NC(=O)CO2)c1ccccc1 (stereo not given)
 : -21	-56	-10	-2	-1	2	-19	-9	-9	-14	4

Source: PubChem
